Source: PubChem
GDH-TPI inh = inhibits GDH-TPI coupling enzymes, artifact for Mtb FBA screen | GDH-TPI coupled enzyme counterscreen, NADH absorbance | inhibition, % at 4.8 µM | 360,000 compounds, 1.2% hits | AID 588335;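 note: 0% = DMSO wells and 100% = wells lacking the enzyme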
CCHF vOTU inh = CCHFV vOTU protease inhibition; AID 651958; 370,000 compounds, 0.55% hits; inhibition, % at 11.5 µM; Pep-AMC fluorescence; note: 0% = vehicle wells with enzyme and 100% = no enzyme wells
Rv3671c protease = inhibits the M. tuberculosis serine protease Rv3671c. P9WHR9. inhibition, % at 5.96 µM. 320,000 compounds, 0.048% hits; in the data active = inhibition above about 38%;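 note: extracellular domain of Rv3671c used as enzyme; 0% = enzyme with DMSO and 100% = no enzyme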
MazEF act = MazEF (E. coli) toxin RNase activation; P0AE70; FAM/BHQ RNA-DNA oligo cleavage fluorescence, 5 h; activation, % at 20 µM; 350,000 compounds, 0.32% hits; in the data active = activation above about 50%
Target sequence (P0AE70 whole entry, looked up): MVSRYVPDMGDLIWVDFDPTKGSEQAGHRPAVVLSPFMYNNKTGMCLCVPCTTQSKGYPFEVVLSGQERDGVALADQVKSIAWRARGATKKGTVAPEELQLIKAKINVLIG
BoNT F protease = blocks Botulinum neurotoxin F light chain protease | Multiplex microsphere protease cleavage assay, flow cytometry | inhibition, % at 10 µM | 360,000 compounds, 0.22% hits | AID 588497; in the data active = inhibition above about 35%, passing the limit was not always enough; inconclusive = no clear call, values can overlap the other calls; note: plate controls were buffer without enzyme for full effect and enzyme alone for no effect
Mtb BioA inh = inhibitors of Mycobacterium tuberculosis BioA enzyme; purified M. tuberculosis BioA enzyme, plate reader; inhibition, % at 9.99 µM; 360,000 compounds, 0.096% hits; in the data active = inhibition above about 40%; inconclusive = no clear call, values can overlap the other calls
VHR inh abs = inhibitors of human VHR1 phosphatase (DUSP3). 290,000 compounds, 0.52% hits. inhibition, % at 13.3 µM. recombinant VHR phosphatase, pNPP absorbance; in the data active = inhibition above about 50%; note: some compounds called inactive have numbers as strong as hits
Target sequence (P51452 whole entry, looked up): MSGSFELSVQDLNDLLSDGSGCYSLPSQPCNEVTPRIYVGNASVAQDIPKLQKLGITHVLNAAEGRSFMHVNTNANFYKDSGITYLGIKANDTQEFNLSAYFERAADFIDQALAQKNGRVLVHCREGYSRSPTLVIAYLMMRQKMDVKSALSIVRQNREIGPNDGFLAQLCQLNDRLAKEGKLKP
FadD28 binding = M. tuberculosis FadD28 bisubstrate binding inhibition; FadD28 bisubstrate probe binding, fluorescence polarization; inhibition, % at 12.5 µM; 360,000 compounds, 0.22% hits; AID 588549; in the data active = inhibition above about 8.5%, passing the limit was not always enough; inconclusive = no clear call, values can overlap the other calls
UGM FP inh = Mtb UDP-galactopyranose mutase inhibition; P9WIQ1; purified UGM, fluorescence polarization probe displacement; inhibition, % at 10 µM; 320,000 compounds, 0.06% hits; in the data active = inhibition above about 10%, passing the limit was not always enough; inconclusive = no clear call, values can overlap the other calls
Target sequence (P9WIQ1 whole entry, looked up): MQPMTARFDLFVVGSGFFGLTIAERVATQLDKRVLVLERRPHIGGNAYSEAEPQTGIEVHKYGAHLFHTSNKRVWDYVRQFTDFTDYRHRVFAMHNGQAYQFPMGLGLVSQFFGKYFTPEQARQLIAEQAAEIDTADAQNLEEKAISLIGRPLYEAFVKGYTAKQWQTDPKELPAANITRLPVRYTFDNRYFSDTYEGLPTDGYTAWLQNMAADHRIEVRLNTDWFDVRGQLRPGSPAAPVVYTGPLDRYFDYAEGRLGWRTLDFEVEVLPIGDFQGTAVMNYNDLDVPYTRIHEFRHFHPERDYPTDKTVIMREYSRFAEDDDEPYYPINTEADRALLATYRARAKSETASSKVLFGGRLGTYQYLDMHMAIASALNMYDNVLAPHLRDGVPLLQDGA
FBA Mtb inh = Mtb fructose-bisphosphate aldolase inhibition | inhibition, % at 1 µM | AID 588726 | 360,000 compounds, 2.3% hits | purified M. tuberculosis FBA, fluorescence read-out; in the data active = inhibition above about 27%;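 note: 0% = vehicle and 100% = reference inhibitor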
Target sequence (P9WQA3 whole entry, looked up): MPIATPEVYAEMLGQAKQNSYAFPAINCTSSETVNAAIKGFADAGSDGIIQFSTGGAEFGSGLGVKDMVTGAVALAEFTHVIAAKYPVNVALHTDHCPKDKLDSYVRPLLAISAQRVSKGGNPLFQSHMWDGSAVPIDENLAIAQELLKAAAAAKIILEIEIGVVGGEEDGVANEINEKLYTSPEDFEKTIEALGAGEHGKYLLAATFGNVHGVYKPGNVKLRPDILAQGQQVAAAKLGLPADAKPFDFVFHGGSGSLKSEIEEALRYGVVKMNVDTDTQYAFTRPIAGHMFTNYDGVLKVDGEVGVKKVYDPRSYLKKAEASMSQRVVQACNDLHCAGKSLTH
The depositor's hits bear a star; ? = inconclusive; / = no result given; & = joins results of further samples. Cut-off read from the data, not from the text of the source, unless noted: active = inhibition above about 30%; inactive = the rest.

SMILES | GDH-TPI inh | CCHF vOTU inh | Rv3671c protease | MazEF act | BoNT F protease | Mtb BioA inh | VHR inh abs | FadD28 binding | UGM FP inh | FBA Mtb inh
CSC1=N/C(=C\c2ccc(F)cc2)C(=O)S1 | 14 | 15 | -3 | -4 | -5 | -2.3 | 14 | -0.4 | / | -1
CCN(C(=O)COC(=O)c1cccs1)c1c(N)n(Cc2ccccc2)c(=O)[nH]c1=O | -6 | 0 | -1 | -3 | 12 | -3.0 | / | -0.7 | -0.7 | 3
COc1cc(/C=C2\NC(=O)NC2=O)cc(Br)c1OC | 32* | 10 | 5 | 13 | 30 | -0.2 | 7 | / | -2.0 | -2
O=C1CCC(=O)O1 | 10 | 2 | 3 | 0 | 5 | -1.9 | / | -0.5 | 1.0 | 0
COc1ccccc1C(=O)NCCC(=O)N(Cc1ccco1)Cc1cccs1 | -1 | -5 | -3 | 2 | 1 | 2.5 | 2 | -0.3 | 0.1 | 1
COC(=O)c1ccccc1NC(=S)NC(=O)c1ccc2ccccc2c1 | 3 | 4 | -2 | -12 | 6 | / | -7 | -0.3 | 2.7 | 4
COc1ccc2sc(-c3ccccc3OC)c(C#Cc3cncn3C)c2c1 | 25 | 3 | -16 | 0 | 2 | -1.5 | / | -1.1 | / | 6
COc1nc(-c2ccccc2)ccc1-c1noc(-c2cccnc2)n1 | 1 | -7 | 1 | -21 | -5 | -6.1 | -24 | 0.1 | 2.2 | 2
CCCCn1c(N)c(N(CCOC)C(=O)C2CCN(S(=O)(=O)c3ccc(C)c(C)c3)CC2)c(=O)[nH]c1=O | -1 | 1 | 5 | 9 | 6 | -1.4 | / | -1.7 | -2.1 | -1
CC1CCN(CCCNS(=O)(=O)c2ccc3c(c2)CCN3C(=O)C2CC2)CC1 | -9 | 11 | -3 | 9 | 4 | -1.1 | 17 | -3.7 | 5.1 | -1
O=C(Nc1ccccc1C(=O)NCCCn1ccnc1)c1ccccc1 | -7 | / | -4 | 0 | -2 | -0.3 | 27 | -1.8 | 0.4 | -2
COc1ccccc1CNC(=O)c1cc2ccccc2o1 | -1 | 10 | -8 | -26 | 11 | 0.8 | 34 | -2.5 | -0.7 | 3
CCOC(=O)c1ccc(N2Cc3ccccc3C2=NC(=O)c2cccs2)cc1 | 8 | -4 | / | -5 | -9 | / | 42 | -2.8 | / | 5
Cc1ccc(/C=N/Nc2nnc(Cl)c3ccccc23)cc1 | 9 | 4 | -3 | 3 | -4 | 1.5 | -2 | -0.9 | -0.8 | -2
COc1ccc(N2CCN(c3oc(-c4ccc(OC)c(OC)c4)nc3C#N)CC2)cc1 | -9 | 10 | -3 | 0 | -4 | / | 16 | -3.4 | 0.3 | -1
Cc1csc(Nc2nc(N)c(C(=O)Nc3ccccc3)o2)n1 | 35* | 9 | 5 | 21 | -11 | -2.0 | 17 | 2.7 | 1.2 | -1
CCC(=O)c1cn(CC(=O)Nc2ccc(OC)cc2)c2ccccc12 | 10 | -8 | 4 | 7 | ? | -1.8 | -3 | -3.3 | -0.4 | 1
CCOC(=O)c1c(C)nc(-c2ccccc2)nc1N | 6 | 0 | -6 | -3 | 10 | 1.5 | 4 | -1.0 | -1.4 | 0
COc1ccc(-n2c(=S)[nH]c3ccccc3c2=S)cc1 | 15 | -5 | 4 | -7 | -17 | -3.2 | / | -0.8 | 1.2 | -2
CCN(CC)C(=O)[C@H]1CC(CC(=O)NCC23CC4CC(CC(C4)C2)C3)C(=O)N2CCc3c([nH]c4ccc(OC)cc34)[C@]12C (some centres undefined) | -4 | 24 | / | 12 | 4 | -0.5 | / | -5.2 | / | -1
O=C(CCCN1CCC(O)(c2ccc(Cl)cc2)CC1)c1ccc(F)cc1 | 0 | 6 | 7&-2 | 12 | -13 | -0.7&-0.8 | 16&3 | -2.5 | -4.6&-3.0 | 5
COc1ccccc1-c1cn[nH]c1-c1ccc(OCC(=O)NN)cc1O | 0 | -12 | 1 | 34 | -25 | -0.4 | -1 | -3.3 | -1.4 | -1
CCOc1ccccc1N1CCN(C(=O)C2CSC3(C)CCC(=O)N23)CC1 (centres undefined) | 4 | -4 | -12 | 6 | 6 | -1.3 | / | -0.2 | -0.6 | 0
CCOc1cc(/C=C/c2nc3ccccc3c(=O)[nH]2)ccc1O | 21 | 5 | -15 | -13 | -6 | 0.5 | 18 | / | -2.2 | -1
CCOc1ccccc1C(=O)OCC(=O)NCc1ccc2c(c1)OCO2 | -4 | 8 | -2 | 10 | 3 | -1.0 | / | -2.5 | -1.5 | -2

(continued)
SMILES | GDH-TPI inh | CCHF vOTU inh | Rv3671c protease | MazEF act | BoNT F protease | Mtb BioA inh | VHR inh abs | FadD28 binding | UGM FP inh | FBA Mtb inh
COc1cc(CN(C)Cc2cc(=O)n3ccsc3n2)ccc1OC(F)F | 11 | 6 | 6 | -15 | -2 | / | 20 | -0.6 | 3.9 | 11
C=CCOC(=O)C1=C(C)N(C)C(=O)NC1c1cc2c(cc1Br)OCO2 (centres undefined) | 3 | 9 | 0 | -2 | 1 | 1.0 | -3 | -2.5 | 0.2 | 1
COc1ccccc1NC(=O)CSc1nnc(C)s1 | -12 | 8 | / | 8 | 6 | -0.5 | 48 | -4.8 | / | 0
C#CCn1c(=NC(=O)c2ccc(S(=O)(=O)N3CCCc4ccccc43)cc2)sc2cc(S(N)(=O)=O)ccc21 | 19 | 14 | -185 | -22 | 13 | / | 11 | -1.9 | -0.4 | -2
Nc1c(Cl)cc(S(N)(=O)=O)cc1S(N)(=O)=O | 2 | -12 | / | 1 | 5 | -1.1 | 6 | -0.9 | / | 3
Cc1nc2nc(SCC(=O)N3CCOCC3)nn2c(C)c1Cc1c(F)cccc1Cl | 9 | -6 | 4 | -3 | -33 | 94* | -13 | -0.7 | 2.0 | 11
O=C(NC12CC3CC(CC(C3)C1)C2)C1CC(=O)N(c2ccccc2)C1 (centres undefined) | 3 | 14 | -10 | -6 | -4 | 1.9 | 12 | -3.6 | 1.5 | 6
CC(C)(C)C(=O)CNS(=O)(=O)c1ccc(S(=O)(=O)NC2CC2)cc1 | -4 | -9 | 1 | 8 | 34 | -0.9 | 18 | -2.1 | 3.7 | 1
CC1CCC(Nc2nnnn2-c2ccccc2)CC1 (centres undefined) | -5 | -1 | -2 | 9 | 2 | -1.9 | 27 | -3.1 | 0.3 | -1
S=C(NCCCN1CCOCC1)N(Cc1ccccc1)Cc1ccccc1 | -1 | -1 | -2 | -3 | -22 | / | -2 | -2.1 | -1.1 | -1
Cc1ccc(NC(=S)N2CCN(C(=O)C3CCCO3)CC2)cc1 (centres undefined) | 11 | -24 | -2 | 5 | -5 | / | 5 | 1.4 | -1.1 | 0
CN(C)c1ccc(NC(=O)Nc2ccc3snnc3c2)cc1 | 15 | 2 | 8 | 4 | -18 | / | 15 | -4.4 | -0.3 | -2
CCOC(=O)c1cnc2ccc(OC)cc2c1Nc1ccc2c(c1)OCCO2 | 11 | 13 | 1 | 1 | 0 | -0.2 | 17 | -1.0 | -0.5 | 0
COc1ccc(C(=O)Cn2nnc(-c3ccccc3NC(=O)C(F)(F)F)n2)cc1 | -8 | 9 | -1 | 4 | -4 | -1.8 | 13 | -1.6 | 2.5 | -2
O=C(C[n+]1ccccc1)c1ccc(-c2ccccc2)cc1 | 15 | 1 | -7 | 13 | -5 | / | 20 | -2.7 | 1.3 | 3
O=C(Cn1cnc(S(=O)(=O)N2CCCCC2)c1)N1CCN(c2ccc([N+](=O)[O-])cc2)CC1 | 4 | / | -4 | -6 | 1 | 1.6 | 18 | -2.0 | 1.6 | -7
O=C1c2ccccc2C(Nc2ccc3c(c2)OCCO3)N1Cc1ccc2c(c1)OCO2 (centres undefined) | 8 | 1 | 1 | 11 | -2 | -1.0 | 19 | 0.7 | 0.1 | 6
Cc1cccc(NC(=O)CSCC(=O)Nc2ccc(N3CCOCC3)cc2N2CCOCC2)c1 | 1 | -7 | / | 4 | -11 | -0.8 | / | -1.9 | / | 0
CCCC(=O)Nc1cc(-c2nc3ncccc3o2)ccc1C | 11 | 5 | 0 | 2 | -14 | 1.4 | 8 | 0.7 | 2.2 | 60*
CC(=O)c1cnc(Nc2ccccc2)s1 | 23 | 1 | -7 | 40 | -3 | 3.7 | -2 | -4.9 | -1.1 | -2
O=C(CC1C(=O)NCCN1Cc1ccc(F)c(F)c1)NCCn1cccn1 (centres undefined) | 0 | 5 | -2 | 6 | 3 | 2.3 | -3 | -1.2 | 0.7 | 0
COc1ccc(B(O)O)c(CN2CCN(C(=O)OC(C)(C)C)CC2)c1 | 4 | -4 | / | 3 | -10 | -0.1 | / | 0.7 | / | 0
O=C(c1ccco1)N1CCN(C(=O)c2cccc3c2C(=O)N(Cc2cccnc2)C3)CC1 | 0 | 3 | 3 | 4 | 0 | -1.7 | 8 | -3.4 | 0.2 | 0
Cc1cc2c(c(=O)n1CCN(C)C)C(c1ccc(Br)cc1)C(C#N)=C(N)O2 (centres undefined) | 1 | 4 | -2 | -2 | 2 | -0.4 | 7 | -5.4 | 1.5 | -1
O=C(NCc1ccc(Cl)cc1)c1ncn[nH]1 | -3 | -16 | 9 | 11 | -3 | -0.1 | 34 | -1.2 | 4.0 | 0
O=C(CNS(=O)(=O)c1cccc2nsnc12)NC1CCCCC1 | 3 | -10 | 5 | 4 | -3 | / | 7 | -0.2 | 1.3 | -1
N#Cc1nc(-c2ccc(F)cc2)oc1N1CCN(C(=O)c2ccco2)CC1 | 17 | -8 | -8 | -3 | -4 | -5.3 | 28 | -0.2 | 2.3 | 9
Cc1cccc(-n2nnc(C(=O)NCc3ccccc3)c2N)c1 | 4 | -3 | 12 | 1 | -12 | -1.4 | -5 | -2.1 | -0.1 | 1
CN(CC(=O)NC(=O)NC1CCCCC1)CC(=O)Nc1ccc(Cl)cc1 | -5 | 15 | -10 | 3 | -6 | 2.9 | / | -1.3 | -0.9 | -1

Rewritten with values under each structure: part of the list above
Every second line gives: GDH-TPI inh, CCHF vOTU inh, Rv3671c protease, MazEF act, BoNT F protease, Mtb BioA inh, VHR inh abs, FadD28 binding, UGM FP inh, FBA Mtb inh
> Nc1c(Cl)cc(S(N)(=O)=O)cc1S(N)(=O)=O
→ 2, -12, /, 1, 5, -1.1, 6, -0.9, /, 3
> Cc1nc2nc(SCC(=O)N3CCOCC3)nn2c(C)c1Cc1c(F)cccc1Cl
→ 9, -6, 4, -3, -33, 94*, -13, -0.7, 2.0, 11
> O=C(NC12CC3CC(CC(C3)C1)C2)C1CC(=O)N(c2ccccc2)C1 (centres undefined)
→ 3, 14, -10, -6, -4, 1.9, 12, -3.6, 1.5, 6
> CC(C)(C)C(=O)CNS(=O)(=O)c1ccc(S(=O)(=O)NC2CC2)cc1
→ -4, -9, 1, 8, 34, -0.9, 18, -2.1, 3.7, 1
> CC1CCC(Nc2nnnn2-c2ccccc2)CC1 (centres undefined)
→ -5, -1, -2, 9, 2, -1.9, 27, -3.1, 0.3, -1
> S=C(NCCCN1CCOCC1)N(Cc1ccccc1)Cc1ccccc1
→ -1, -1, -2, -3, -22, /, -2, -2.1, -1.1, -1
> Cc1ccc(NC(=S)N2CCN(C(=O)C3CCCO3)CC2)cc1 (centres undefined)
→ 11, -24, -2, 5, -5, /, 5, 1.4, -1.1, 0
> CN(C)c1ccc(NC(=O)Nc2ccc3snnc3c2)cc1
→ 15, 2, 8, 4, -18, /, 15, -4.4, -0.3, -2
> CCOC(=O)c1cnc2ccc(OC)cc2c1Nc1ccc2c(c1)OCCO2
→ 11, 13, 1, 1, 0, -0.2, 17, -1.0, -0.5, 0
> COc1ccc(C(=O)Cn2nnc(-c3ccccc3NC(=O)C(F)(F)F)n2)cc1
→ -8, 9, -1, 4, -4, -1.8, 13, -1.6, 2.5, -2
> O=C(C[n+]1ccccc1)c1ccc(-c2ccccc2)cc1
→ 15, 1, -7, 13, -5, /, 20, -2.7, 1.3, 3
